# Assay outcomes deposited in PubChem BioAssay by several laboratories.
# FLuc inh counter = inhibits firefly luciferase, flagging false hits in luciferase inhibition screens; P08659; ATPLite firefly luciferase biochemical luminescence, 10 min; inhibition, % at 10 µM; 200,000 tested, 1.5% active; AID 1006;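 active = inhibition above about 50% when tested at 10 µM, limit read from the data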
# Target sequence (P08659 whole entry, looked up): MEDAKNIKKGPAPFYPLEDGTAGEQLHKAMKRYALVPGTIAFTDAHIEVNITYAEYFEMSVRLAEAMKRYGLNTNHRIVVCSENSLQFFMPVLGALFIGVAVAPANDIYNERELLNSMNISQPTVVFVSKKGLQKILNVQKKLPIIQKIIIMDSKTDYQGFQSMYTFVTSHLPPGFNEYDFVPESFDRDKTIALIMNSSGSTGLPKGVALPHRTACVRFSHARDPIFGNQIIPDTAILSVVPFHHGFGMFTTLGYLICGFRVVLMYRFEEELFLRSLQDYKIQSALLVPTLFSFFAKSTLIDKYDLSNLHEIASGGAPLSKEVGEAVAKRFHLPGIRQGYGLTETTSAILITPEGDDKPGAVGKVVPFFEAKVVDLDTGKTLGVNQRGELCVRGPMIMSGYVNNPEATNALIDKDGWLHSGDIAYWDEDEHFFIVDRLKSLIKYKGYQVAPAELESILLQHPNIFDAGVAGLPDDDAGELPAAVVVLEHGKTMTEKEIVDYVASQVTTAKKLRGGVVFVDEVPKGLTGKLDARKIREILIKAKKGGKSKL
# FLuc act counter = affects firefly luciferase, flagging false hits in luciferase stimulation screens | AID 1027 | 200,000 tested, under 10 active | activation factor at 10 µM | ATPlite luciferase biochemical, luminescence, 10 min; 0 = ATP-free wells, 1 = DMSO control | P08659;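 active = luciferase activation factor, scaled between plate controls, of at least 2 with compound at 10 µM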
#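 System: cell-free luciferase reagent; medium: PBS as buffer for the ATP substrate; doses: test compounds dosed from 2 mM stocks in 100% DMSO; incubation: 10 min, room temperature; measured by: luminescence from luciferase reaction; read-out: luciferase activation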
# bIAP act = increases bovine intestinal alkaline phosphatase activity; AID 1016; 200,000 tested, 0.17% active; purified bovine IAP, CDP-star luminescence, 30 min; stronger effect = higher value; fold of DMSO-control signal, blank-subtracted; activation factor at 20 µM;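 active = activation factor of 2 or more at 20 µM, a signal rise over negative controls twice the positive control's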
# TNAP inh noacc = TNAP (human) inhibition, acceptor-free conditions | P05186 | purified TNAP, CDP-star luminescence, 30 min | inhibition, % at 20 µM | 200,000 tested, 0.26% active | AID 1012;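 active = tissue-nonspecific alkaline phosphatase inhibition above about 50% at 20 µM in the single-dose screen, limit read from the data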;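 also: 0% = DMSO negative control and 100% = EDTA positive control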
# Target sequence (P05186 whole entry, looked up): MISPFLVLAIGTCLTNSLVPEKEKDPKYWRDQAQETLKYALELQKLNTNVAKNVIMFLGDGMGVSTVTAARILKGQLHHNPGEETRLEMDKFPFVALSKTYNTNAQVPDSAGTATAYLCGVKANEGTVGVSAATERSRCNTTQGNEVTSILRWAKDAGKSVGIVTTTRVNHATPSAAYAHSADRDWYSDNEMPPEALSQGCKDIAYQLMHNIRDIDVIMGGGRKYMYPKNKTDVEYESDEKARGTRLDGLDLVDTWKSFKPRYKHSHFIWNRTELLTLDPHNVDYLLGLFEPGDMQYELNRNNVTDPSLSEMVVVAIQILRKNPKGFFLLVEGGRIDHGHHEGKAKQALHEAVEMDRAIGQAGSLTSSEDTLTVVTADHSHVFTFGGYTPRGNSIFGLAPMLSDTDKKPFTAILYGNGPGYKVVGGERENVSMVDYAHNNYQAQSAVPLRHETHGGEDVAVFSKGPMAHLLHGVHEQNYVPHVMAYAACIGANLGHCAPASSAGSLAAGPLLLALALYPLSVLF
# APP transl inh = APP translation inhibition; SH-SY5Y APP 5'UTR-luciferase reporter, luminescence; inhibition, % at 2 µM; 190,000 tested, 0.82% active;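 active = inhibition above a set limit, derived from the sample mean plus 3 SD, cut at about 45% in these data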; also: values of inactives mirror those of a sister screen read the other way
# TNAP inh hiacc = blocks human TNAP under high phosphate acceptor concentration | purified TNAP, CDP-star luminescence, 1 M DEA | inhibition, % at 20 µM | 200,000 tested, 0.03% active;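 active = over 50% inhibition of tissue-nonspecific alkaline phosphatase at 20 µM in the single-dose screen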;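 also: plate controls were DMSO wells for no effect and EDTA-quenched wells as full inhibition for full effect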
# bIAP inh = intestinal alkaline phosphatase (bovine) inhibition. purified bovine IAP, CDP-star luminescence, 30 min. inhibition, % at 20 µM. 190,000 tested, under 10 active. AID 1019;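 active = over 50% inhibition of intestinal alkaline phosphatase at 20 µM in the single-dose screen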
#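 test system = bovine IAP enzyme | medium = DEA buffer 100 mM, pH 9.8, with MgCl2 1.0 mM, ZnCl2 0.02 mM | detection = luminescence | dosing = single compound dose of 20 µM, 2% DMSO final | incubation = 30 min reaction at room temperature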
# TNAP act hi DEA = activators of human TNAP at high phosphate acceptor concentration | P05186 | activation factor at 20 µM | 200,000 tested, under 10 active | purified TNAP, CDP-star luminescence, 1 M DEA, 30 min; stronger effect = higher value; 0 = EDTA background, 1 = DMSO-only activity | AID 1136;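 active = activation factor at least 2 at 20 µM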
#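 Test system – human TNAP · Doses – 20 µM single point · Incubation – 30 min, room temperature · Signal – luminescent substrate turnover signal · Read-out basis – activation factor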
# RAM network inh = blocks the yeast RAM network; 190,000 tested, 1.8% active; inhibition, % at 50 µM; S. cerevisiae dse1pr::URA3 reporter, 5-FOA growth OD615, 2 d; analog-sensitive cbk1-as2 kinase mutant strain;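 active = inhibition above a set limit, 3 SD over mean compound inhibition, cut at about 8.4% in these data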;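 also: 0% = DMSO-only wells with no growth and 100% = 10 µM 1-NA-PP1 full growth; inhibition rescues growth on 5-FOA so higher OD means more RAM inhibition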
# L major viab = Leishmania major promastigote growth inhibition. inhibition, % at 10 µM. Leishmania major promastigotes, resazurin fluorescence viability. 200,000 tested, 9% active; in the data active = inhibition above about 50%;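 also: promastigotes grown with compound for 44 hours at 28 °C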
# The depositor's hits bear a star; x = no result given.
Molecule	FLuc inh counter	TNAP inh noacc	bIAP inh	bIAP act	RAM network inh	APP transl inh	TNAP inh hiacc	TNAP act hi DEA	L major viab	FLuc act counter
Cc1ccc(C2(O)CN(c3ccccc3C)C3=[N+]2CCS3)cc1 (stereo not given)	-9	-6	10	0.9	2.9	1	3	1	4	1.1
O=C(Cn1nc(C(F)F)cc1C(F)F)NNC(=S)Nc1ccc(F)cc1	-7	-4	-28	1.3	1.9	32	-6	1.1	-6	1.1
O=C(NCC1CCCO1)C1c2ccccc2C(=O)N1C1CCCCCCC1 (stereo not given)	-9	-12	-8	1.1	-0.4	-7	-7	1.1	-2	1.1
Cc1nnc(-c2ccc(Oc3ccc(Br)cc3)c([N+](=O)[O-])c2)o1	-2	-11	-9	1.1	3.3	-1	2	1	-9	1
C=CCn1c(O)c(N=Nc2ccccc2C)c2ccccc21	1	12	3	1	0.1	8	4	1	13	1
Cc1cccc(N(C)C(=S)Oc2ccc3ccccc3c2)c1	-5	-8	12	0.9	12*	0	-1	1	-2	1.1
COc1nc(N(c2ccccc2)c2ccccc2)nc(-n2ccnc2)n1	-4	2	7	0.9	-1.3	6	-4	1	41	1
CC(Sc1ccsc1[N+](=O)[O-])C(=O)NCCc1ccc(Cl)cc1 (stereo not given)	-4	-6	3	1	2.8	9	-4	1	4	1
O=C(NNc1nc2ccccc2s1)C1CC1	-5	-21	-30	1.3	3.1	-6	-2	1	-3	1.1
Cc1nc(N)nc(-c2ccccc2O)n1	1	-9	1	1	0.1	-8	-4	1	0	1
CCCCn1c(-c2sccc2C)n[nH]c1=S	0	33	8	0.9	0.6	0	-3	1	-5	1
O=C(O)CCC(=O)Nc1ccccc1C(=O)N1CCN(c2ccc(Cl)cc2)CC1	-9	-4	-22	1.2	1.1	4	-5	1	-4	1.1
Cc1onc(-c2ccccc2)c1C1=N/C(=C\c2ccccc2F)C(=O)O1	-3	-9	0	1	2.5	-7	-2	1	-10	1
COc1ccc(S(=O)(=O)NCCc2ccc(F)cc2)cc1	-5	-13	x	0.4	0.1	6	-2	1	-8	1.1
Cn1c(=O)[nH]c(=O)c2c1nc(N1CCCCC1)n2CC(O)CN1CCCCC1 (stereo not given)	-1	-5	-22	1.2	2.3	0	1	1	16	1
Cc1[nH]n(-c2ccc(Cl)cc2)c(=O)c1C=NC12CN3CN(CN(C3)C1)C2	-3	-20	-3	1	3.5	x	-5	1	8	1
CCOC(=O)C(=O)NNc1ccccc1C	-4	-9	-7	1.1	-0.8	7	-2	1	72*	1
Cc1occc1C(=O)NNC(=O)NC12CC3CC(CC(C3)C1)C2	-6	-3	13	0.9	3.4	-12	1	1	-3	1.1
CCN1C(=O)CC(N2CCC(C(=O)N3CCCCCC3)CC2)C1=O (stereo not given)	-2	0	0	1	2.2	-11	0	1	-6	1
O=C(NCCN1CCOCC1)c1ccccc1[N+](=O)[O-]	-1	-9	-6	1.1	0.0	9	-6	1.1	9	1
Cc1c2c(nc3nc4ccccc4n13)CC(C)(C)CC2=O	-4	1	22	0.8	-0.5	4	0	1	0	1
COc1ccc(CCNC(=O)COc2ncnc3cc([N+](=O)[O-])ccc23)cc1	-7	-6	1	1	2.7	25	-1	1	18	1.1
COc1cccc(NC(=O)c2ccn(C)n2)c1	17	3	4	1	3.3	-62	-2	1	2	0.8
COc1ccc(Cn2c(N)c(S(=O)(=O)c3cccs3)c3nc4ccccc4nc32)cc1	-7	-7	11	0.9	1.3	10	-2	1	-1	1.1
C/C(=N\OCC(=O)N/N=C/c1ccc(C)cc1O)c1cccs1	-1	7	-5	1	2.1	-5	-1	1	-9	1
CCOC(=O)N1CCN(c2c(N3CCOCC3)c(=O)c2=O)CC1	-10	12	3	1	0.9	5	-6	1.1	-1	1.1
Oc1ccc(C(=S)N2CCN(c3cccc(Cl)c3)CC2)cc1	0	-20	3	1	3.1	1	-1	1	5	1
CCCCN(C)C(=O)CCC(=O)Nc1ccc2nc(N3CCOCC3)cc(C)c2c1	7	7	-5	1.1	0.5	-20	5	0.9	3	0.9
O=C(CSc1n[nH]c(-c2ccc(Cl)cc2Cl)n1)Nc1ccccn1	-2	93*	-20	1.2	2.3	38	8	0.9	6	1
COc1ccccc1NC(=O)CCCc1c[nH]c2ccccc12	-6	-13	12	0.9	0.4	-1	-5	1	-2	1.1

# By substructure: the entries above containing two or more sulfur atoms
Molecule	FLuc inh counter	TNAP inh noacc	bIAP inh	bIAP act	RAM network inh	APP transl inh	TNAP inh hiacc	TNAP act hi DEA	L major viab	FLuc act counter
CC(Sc1ccsc1[N+](=O)[O-])C(=O)NCCc1ccc(Cl)cc1 (stereo not given)	-4	-6	3	1	2.8	9	-4	1	4	1
CCCCn1c(-c2sccc2C)n[nH]c1=S	0	33	8	0.9	0.6	0	-3	1	-5	1
COc1ccc(Cn2c(N)c(S(=O)(=O)c3cccs3)c3nc4ccccc4nc32)cc1	-7	-7	11	0.9	1.3	10	-2	1	-1	1.1

# New compounds follow:
Molecule	FLuc inh counter	TNAP inh noacc	bIAP inh	bIAP act	RAM network inh	APP transl inh	TNAP inh hiacc	TNAP act hi DEA	L major viab	FLuc act counter
O=C1CC(NNc2ccccc2)C(=O)N1c1ccccc1 (stereo not given)	-2	1	31	0.7	1.8	-8	-2	1	62*	1
O=C(CN1CCN(c2ccccc2F)CC1)c1c[nH]c2ccc(F)cc12	-5	-5	11	0.9	1.0	-18	-1	1	-1	1.1
Cc1cccc(Nc2ncnc3ccccc23)c1	2	-9	23	0.8	-0.7	-21	2	1	88*	1
Cc1ccc(S(=O)(=O)NCC(=O)N/N=C/c2ccc(Cl)cc2)cc1	-5	1	-4	1	4.0	0	-3	1	-4	1.1
CCOC(=O)c1cc(NC(=O)N2CCOCC2)c(C)nc1C	-6	-11	8	0.9	0.7	-7	-3	1	-7	1.1
CC(C)NC(=O)c1ccc(-n2nc(C(F)(F)F)c3c2CCCC3)cc1	-8	-5	15	0.8	2.9	4	-3	1	-4	1.1
Cc1cc(C(=O)NN)c(C)o1	-7	-2	-8	1.1	-0.3	-28	-2	1	-5	1.1
CCOC(=O)C1C(=O)CC(C)(O)C(C(=O)OCC)C1c1ccc(N(CC)CC)cc1 (stereo not given)	-5	-8	-2	1	0.5	-35	-5	1	0	1.1
Cc1cc(=O)oc2cc(OCC(=O)OC(C)C(=O)NC3CCCC3)ccc12 (stereo not given)	1	2	-13	1.1	3.3	-20	4	1	-5	1
CC1CCCCN1CCNC(=O)c1cc2c(=O)n(C)c3ccccc3c2n1C (stereo not given)	0	-1	-28	1.3	0.2	-7	0	1	22	1
Cc1nc(-c2cccnc2)sc1C(=O)Nc1ccc(Cl)cc1	-7	-8	-5	1.1	7.7	-7	-2	1	10	1.1
COc1ccc(S(=O)(=O)Nc2cc([N+](=O)[O-])ccc2OC)cc1	-1	-7	5	1	1.0	7	0	1	49	1
CC1CN(Cc2nc3ccccc3c(=O)[nH]2)CC(C)O1 (stereo not given)	-8	3	16	0.8	2.6	-1	-4	1	-3	1.1
Cc1ccc(OCC(=O)NCc2cccs2)c([N+](=O)[O-])n1	-4	-6	-3	1	0.0	-19	-2	1	3	1
O=C1c2cccnc2C(=O)N1Cc1ccc2c(c1)OCO2	-3	-11	-3	1	1.8	-25	-7	1.1	-5	1
Oc1c(N=NC(=S)Nc2ccccc2F)c2ccccc2n1Cc1ccc(Cl)cc1	-2	16	21	0.8	4.1	23	18	0.8	96*	1
Cn1cnc([N+](=O)[O-])c1S(=O)(=O)c1cccc(Cl)c1	-7	-1	3	1	2.0	9	-4	1	65*	1.1
COC(=O)c1ccc(Cl)c(-c2ccc(/C=N/NC(=O)Nc3ccccc3)o2)c1	-8	-13	15	0.8	9.0*	-7	-5	1.1	-4	1.1
Oc1c(C=Nc2cccc3cccnc23)sc2ccccc12	82*	32	x	0.4	0.3	-20	29	0.7	99*	0.2
Cc1ccccc1C(=O)c1cccn1CC(=O)NCCN1CCN(c2cccc(C)c2C)CC1	-1	4	37	0.6	-0.6	16	4	1	100*	1
Cn1c(CCN2CCN(c3ccccc3)CC2)nc2cc(NC(=O)c3ccco3)ccc21	-5	-14	2	1	0.7	2	-8	1.1	13	1
Cc1cnc(NC(=O)CSc2nnc(-c3ccc(Cl)cc3Cl)n2N)s1	-4	-14	10	0.9	2.1	0	-5	1.1	-8	1
CC(Oc1ccc(Cl)cc1)c1ccc(C#N)c(=O)[nH]1 (stereo not given)	-5	-9	1	1	-0.4	-13	-5	1	-7	1.1
Cc1cc(NS(=O)(=O)c2ccc(NC(=O)Nc3ccc4c(c3)OCO4)cc2)no1	5	-9	18	0.8	4.2	-17	-3	1	-10	0.9
Cc1ccc(O)c(N=Nc2ccc(S(=O)(=O)N3CCOCC3)cc2)c1	1	24	14	0.9	1.5	-13	29	0.7	-10	1
C/C(CC(=O)Nc1cccc(Cl)c1Cl)=N\NC(=O)c1ccccc1Br	-10	0	-4	1	-0.4	13	-7	1.1	21	1.1
O=C(N/N=C\c1ccc(OC(=O)c2ccco2)cc1)c1ccc(Cl)cc1	-6	-10	3	1	2.3	-6	-6	1.1	-4	1.1
CCc1nc2c(cnn2-c2ccc(Cl)cc2)c(=O)n1-c1ccc(OC)cc1	-4	-13	1	1	7.6	7	-3	1	17	1
CC(C)CC(=O)NN(C)c1nc(-c2ccccc2)nnc1C(F)(F)F	-6	-12	12	0.9	2.8	-12	-3	1	-2	1.1
CCOc1ccccc1NC(=O)Cn1nnc(C(=O)Nc2ccccc2Cl)c1N	-1	-53	-2	1	6.2	-1	-4	1	0	1
CCNc1nc(OC)nc(SCC(=O)Nc2ccccc2)n1	-3	-5	-6	1.1	2.5	-5	-2	1	6	1
C=CCn1c(CSc2nc3ccccc3s2)nnc1SCC(=O)NCCN1CCOCC1	-8	-12	0	1	1.8	-13	-9	1.1	-3	1.1
Cc1cc(C)cc(N(CCC(=O)O)S(=O)(=O)c2ccc3ccccc3c2)c1	14	-4	8	0.9	5.0	20	-3	1	-5	0.9
O=C(CN(c1ccccc1F)S(=O)(=O)c1ccccc1)Nc1ccccc1C(=O)N1CCOCC1	-6	-8	-4	1	-1.4	-4	-3	1	8	1.1
CN1CCC(=C2c3ccccc3C=Cc3ccccc32)CC1	-6	-13	0	1	0.1	-2	-4	1	23	1.1
N=C1S/C(=C\c2cccc3ccccc23)C(=O)N1c1ccc(F)cc1	-5	-39	24	0.8	2.7	-4	-1	1	1	1
CSc1ccc(CCNC(=O)C2CCN(c3nnc(-n4cccc4)s3)CC2)cc1	-4	-15	0	1	1.7	10	-4	1	-7	1
COc1ccc(/C=C(\CC(=O)O)c2nc3ccccc3o2)cc1	12	1	-12	1.1	9.6*	-76	-1	1	-17	0.9
CC(C)(C)NC(=O)C(c1ccc(F)cc1)N(Cc1ccco1)C(=O)c1csnn1 (stereo not given)	-6	-13	-1	1	1.9	-2	-7	1.1	3	1.1
